Nrf2 activator = Nrf2 pathway activation; AREc32 ARE-luciferase reporter (MCF7-derived line), luminescence, 24 h; Potency, µM (top dose mostly 46.1 µM), for inactives: at the top dose activation, actives largely listed as activators; 0.31% of 410,000 active; AID 624171; also: % of control where 0% means no effect; nearly all actives have a fitted effect of over 65% in size
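Quantitative high-throughput format: AREc32 reporter cells, 1000 per well, received compound by pin transfer and were incubated 24 hr at 37 deg C, 5% CO2, before Steady-Glo luminescence detection.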
A549 viability = kills or reduces viability of A549 cells in Nrf2 counter-screen. Potency, µM (highest dose often 46 µM), without a hit: at the top dose activity change, negative = cytotoxicity, actives largely listed as inhibitors. AID 504648. 0.16% of 390,000 active. A549 ARE-Fluc cells, CellTiter-Fluor viability, 18-24 h; also: % is scaled to controls: 0 for no effect and ±100 for the full control effect
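A549 ARE-Fluc cells in 5% FBS OPTI-MEM, 5000 cells/well, rested 2 h then exposed to compounds in concentration-response for 18-24 h at 37 °C. Viability by CellTiter-Fluor fluorescence (Ex 405/Em 525) after 30 min; luciferase luminescence (BugLite, 15 min, RT) read afterwards.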
Nrf2 block = blocks Nrf2 signaling. A549 ARE-Fluc reporter, luciferase luminescence, 18-24 h. Potency, µM (top dose mostly 46 µM), for inactives: top-dose activity change, negative = inhibition, usual class: inhibitors. 2.1% of 360,000 active. AID 504444; also: % is scaled to controls: 0 for no effect and ±100 for the full control effect; nearly all actives have a fitted effect of over 60% in size
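Two sequential reads on A549 ARE_Fluc cells exposed to compound for 18-24 h: a CellTiter-Fluor fluorescence read for viability, then a luciferase luminescence read for Nrf2/ARE activity.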
ATXN2 expr inh = reduces ATXN2 reporter expression in HEK-293 cells; HEK-293 ATXN2-luciferase reporter, luminescence, 24 h; 0.72% of 360,000 active; Potency, µM (top dose mostly 57 µM), for the others: at the top dose activity change, negative = inhibition, usual class: inhibitors; AID 1745845; also: % is scaled to controls: 0 for no effect and ±100 for the full control effect; nearly all actives have a fitted effect of over 55% in size
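ATXN2-luciferase reporter cells (luciferase flanked by upstream and downstream ATXN2 gene portions) were treated 24 h at 37 °C with compounds at up to 57 uM. SteadyGlo luminescence gave expression; GF-AFC fluorescence gave viability.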
EPAC2 antag = EPAC2 (human) antagonism | Potency, µM (highest dose often 114 µM), without a hit: at the top dose activity, negative = inhibition, usual class: inhibitors | 0.18% of 360,000 active | EPAC2 GEF exchange of Rap1B-BODIPY-GDP, fluorescence; also: % is scaled to controls: 0 for no effect and ±100 for the full control effect; nearly all actives have a fitted effect of over 45% in size; many of its hits are not listed in these tables
Target sequence (Q8WZA2 whole entry, looked up): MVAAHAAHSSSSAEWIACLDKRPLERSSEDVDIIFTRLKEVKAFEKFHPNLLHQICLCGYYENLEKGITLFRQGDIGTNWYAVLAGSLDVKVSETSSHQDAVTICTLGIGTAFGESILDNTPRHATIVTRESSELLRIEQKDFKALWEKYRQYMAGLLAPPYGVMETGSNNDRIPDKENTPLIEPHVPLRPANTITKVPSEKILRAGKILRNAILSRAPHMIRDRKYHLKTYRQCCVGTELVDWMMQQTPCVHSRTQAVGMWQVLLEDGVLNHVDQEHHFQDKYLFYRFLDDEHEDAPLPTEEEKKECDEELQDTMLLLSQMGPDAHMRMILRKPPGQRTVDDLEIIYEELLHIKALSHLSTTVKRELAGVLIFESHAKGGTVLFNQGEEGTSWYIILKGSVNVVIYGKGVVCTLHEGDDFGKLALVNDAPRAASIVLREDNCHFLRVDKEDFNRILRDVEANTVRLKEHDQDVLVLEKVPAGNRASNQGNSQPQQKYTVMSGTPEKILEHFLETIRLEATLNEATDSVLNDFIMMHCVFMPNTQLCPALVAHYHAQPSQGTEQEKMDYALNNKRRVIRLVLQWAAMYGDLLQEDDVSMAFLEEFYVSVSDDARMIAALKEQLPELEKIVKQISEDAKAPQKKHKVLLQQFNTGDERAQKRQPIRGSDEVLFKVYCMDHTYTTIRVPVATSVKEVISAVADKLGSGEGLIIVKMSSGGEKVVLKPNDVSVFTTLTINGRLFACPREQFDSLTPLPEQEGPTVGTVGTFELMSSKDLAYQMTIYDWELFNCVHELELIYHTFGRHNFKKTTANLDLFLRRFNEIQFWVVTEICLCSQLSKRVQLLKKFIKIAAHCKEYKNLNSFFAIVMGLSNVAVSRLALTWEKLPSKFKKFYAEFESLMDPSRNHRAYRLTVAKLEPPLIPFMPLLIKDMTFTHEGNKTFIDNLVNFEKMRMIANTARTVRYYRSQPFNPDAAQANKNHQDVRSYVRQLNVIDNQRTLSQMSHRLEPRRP
HepG2 tox = kills HepG2 cells in TGF-b inhibitor counter-screen; HepG2 CAGA-GFP viability, ATP luminescence, 18 h; Potency, µM (top dose mostly 46.1 µM), for inactives: at the top dose activity change, negative = cytotoxicity, usual class: cytotoxic; 0.76% of 410,000 active; AID 588856; also: some results filed as inactive show a strong effect at the top dose
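HepG2 CAGA-GFP cells (1000/well, DMEM with 1% FBS) received compound, then TGF-beta at 500 pg/mL final, and were incubated 18 hours at 37 degrees C. Viability was read by CellTiter-Glo luminescence. Media-only wells were set as complete cell-killing and DMSO as no toxicity.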
MCF10A rereplic = inducers of DNA re-replication in MCF 10A breast cells; MCF 10A DNA re-replication, Hoechst nuclear intensity, 48 h; Potency, µM (top dose mostly 46.1 µM), without a hit: at the top dose activity, positive = re-replication, actives largely listed as activators; 2.9% of 350,000 active; also: % of control where 0% means no effect; nearly all actives have a fitted effect of over 50% in size
ATXN viability = cell viability loss in ATXN counter-screen; Potency, µM (top dose mostly 56.7 µM), most hits filed as cytotoxic; AID 651635; 0.49% of 400,000 active; S2 cells (HEK-293 line with an ATXN2-luciferase reporter) viability, CellTiter-Fluor protease fluorescence, 24 h; also: nearly all actives have a fitted effect of over 40% in size
TGFb SMAD3 inh = blocks TGF-b signaling | HepG2 CAGA-GFP TGF-b/SMAD3 reporter, GFP fluorescence, 18 h; TGF-beta stimulated, 500 pg/mL final | 1.2% of 410,000 active | AID 588855 | Potency, µM (titrated, usually from 46.1 µM), without a hit: at the top dose activity, negative = inhibition, hits mostly inhibitors; also: % is scaled to controls: 0 for no effect and ±100 for the full control effect; nearly all actives have a fitted effect of over 65% in size
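Smad-responsive CAGA-GFP expression was quantified in HEPG2 cells exposed to compounds and 500 pg/mL final TGF-beta for 18 h at 37 degrees C; unstimulated wells defined full inhibition.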
* hit, by the source's call; i = inactive; u = inconclusive; x = not tested or not shown; & = joins results of further samples; [ ] = another dose, or the depositor's remark. Calls follow the shape of the dose curve; as a rule, active = well fitted curve in the direction sought with a large enough effect; inconclusive = small, poorly fitted or top-dose-only effect, or another doubt; inactive = no such curve, though single readings can be large; an effect the other way counts as inactive or inconclusive. Potency is read from the fitted curve at half-maximal effect. An excerpt; rates above refer to the full screens.

SMILES	Nrf2 activator	A549 viability	Nrf2 block	ATXN2 expr inh	EPAC2 antag	HepG2 tox	MCF10A rereplic	ATXN viability	TGFb SMAD3 inh
N#C/C(C(N)=O)=C1/CCc2ccccc2N1	-0.3%	0%	-30%	-13%	12%	6%	-7%	i	-19%
O=C(/C=C/c1ccc(S(=O)(=O)N2CCOCC2)cc1)NC(=S)NCCCn1ccnc1	u	-16%	u	19%	18%	20%	u	i	u
CCc1ccccc1NC(=O)N[C@H](C(=O)O)C(C)CC (stereo partly drawn)	-0.9%	-1%	24%	-4%	5%	1%	-5%	i	-1%
CCOC(=O)N1CCC(Nc2c(Nc3ccc(C)c(C)c3)c(=O)c2=O)CC1	0.5%	-22%	-14%	9%	-4%	-18%	25%	i	8%
COc1cc(/C=C2/C(=O)N=C(N)N2C)cc(OC)c1OC	-0.3%	-10%	4%	1%	6%	11%	2%	i	0%
CN(C)C(=O)c1ccc(NC(=O)c2cccc(-n3cnnn3)c2)cc1	-1.1%	x	x	x	1%	11%	x	i	-9%
COc1ccc(C2=NC(C)(C)N(CC(=O)Nc3cccc(C)c3)C2=O)cc1	0.9%	-9%	-3%	x	x	-1%	x	x	x
NC(=O)CSc1ccc(S(=O)(=O)N2CCCCC2)cn1	0.1%	4%	6%	-4%	3%	-5%	9%	i	13%
O=C(NC(=S)NCCc1ccccc1)C1CCCCC1	5.9%	15%	12%	16%	-5%	-28%	u	i	u
Cc1ccnc(N2C(=O)CSC2c2ccc(Cl)cc2)c1 (stereo not drawn)	2.5%	2%	3%	1%	7%	3%	-4%	u	u
Cc1ccc(C(=O)NCc2ccccc2)cc1NC(=O)c1nsc2ccccc12	18%	-1%	x	8%	x	-33%	x	u	u
O=c1ccccn1Cc1c(F)cccc1Cl	-0.4%	2%	-4%	-19%	14%	-15%	-35%[inhibitor]	i	-2%
Cc1ccc(F)c(NC=C2C(=O)OC(C)(C)OC2=O)c1	0.0%	-6%	-8%	-12%	5%	-3%	-1%	i	-18%
CCOc1cc(C(C(=O)NCC2CCCO2)N(C(=O)Cn2nnc3ccccc32)c2ccccc2OC)ccc1O (stereo not drawn)	0.0%	1%	-8%	-5%	7%	-2%	0%	i	-2%
COc1ccc2[nH]cc(CCNC(=O)C3CC(=O)N(c4ccc(Cl)cc4)C3)c2c1 (stereo not drawn)	3.1%	6%	2%	-5%	5%	-21%	-19%	i	-1%
COC(=O)CCNS(=O)(=O)c1ccc2ccccc2c1	-0.3%	-3%	-3%	-2%	3%	-1%	1%	u	-2%
CCC(C)NC(=O)C1CCC(=O)N1CCc1ccccc1 (stereo not drawn)	0.4%	9%	-4%	13%	8%	1%	-1%	i	23%
C=C1C(=O)[C@]23C[C@H]1CC[C@H]2[C@]1(C)[C@@H](OC(C)=O)CC[C@@](C)(C(=O)OC)[C@H]1C[C@@H]3OC(C)=O	u	x	x	u	3%	5.6µM*	x	32µM*	u
COc1ccc(-c2cn3nc(N4CCCC(C(=O)Nc5cc(C)ccc5C)C4)sc3n2)cc1 (stereo not drawn)	-0.8%	1%	-14%	x	x	-19%	x	x	0%
COc1cc(CN2CCCCCC2)cc(Br)c1O	0.0%	3%	1%	-3%	4%	4%	2%	i	8%
CC[C@]12c3[nH]c4ccc(OC)cc4c3CCN1C(=O)C(CC(=O)NCCCN(C)C)C[C@@H]2C(=O)N1CCN(C(=O)C2CC2)CC1 (stereo partly drawn)	-0.1%	-4%	22%	5%	12%	18%	-3%	i	-8%
CC(=O)Nc1ccc(S(=O)(=O)NNc2cccc(C)c2)cc1	3.1%	-7%	16%	-10%	16%	-12%	13%	i	-4%
O=C(N/N=C/c1ccc[nH]1)c1ccc([N+](=O)[O-])cc1	5.3%	1%	0%	21%	0%	-12%	-2%	i	0%
CC(=O)c1ccc(NC(=O)c2c(C)nn(-c3ccccc3)c2Cl)cc1	3.6%	4%	u	32%[11.3 µM]	6%	10%	-1%	i	2%
COc1ccc(S(=O)(=O)N(C)CC(=O)N2CCN(C)CC2)cc1Cl	0.4%	-1%	0%	3%	4%	0%	5%	i	-8%
Cc1cc(Br)cc(Cl)c1OCC(=O)N1CCN(C(=O)c2ccco2)CC1	-0.5%	-1%	-23%	x	8%	-9%	2%	i	-10%
O=C(CCN1CCN(c2ccccc2)CC1)N/N=C/c1ccc(O)c(O)c1O	-0.5%	-6%	-11%	-15%	1%	4%	4%	i	4%
COC(=O)c1ccccc1NC(=O)C1CCCN(S(=O)(=O)c2ccc(OC)cc2)C1 (stereo not drawn)	2.7%	-12%	x	-14%	-7%	-8%	u	i	-8%
O=C1C=C(O)C(n2cncn2)C(c2ccc(F)cc2)C1 (stereo not drawn)	0.4%	11%	12%	-5%	6%	0%	-28%	i	25%
CCN(CC)C(=O)CN1CCN(Cc2ccc3c(c2)OCO3)CC1	-0.6%	2%	7%	-4%	-1%	11%	1%	i	-3%

Record cards (already shown). Order of values: Nrf2 activator | A549 viability | Nrf2 block | ATXN2 expr inh | EPAC2 antag | HepG2 tox | MCF10A rereplic | ATXN viability | TGFb SMAD3 inh
Listed for COC(=O)c1ccccc1NC(=O)C1CCCN(S(=O)(=O)c2ccc(OC)cc2)C1 (stereo not drawn) = 2.7% | -12% | x | -14% | -7% | -8% | u | i | -8%
Listed for CCN(CC)C(=O)CN1CCN(Cc2ccc3c(c2)OCO3)CC1 = -0.6% | 2% | 7% | -4% | -1% | 11% | 1% | i | -3%
Listed for Cc1cc(Br)cc(Cl)c1OCC(=O)N1CCN(C(=O)c2ccco2)CC1 = -0.5% | -1% | -23% | x | 8% | -9% | 2% | i | -10%

Filtered by structure: the entries above with bromine (2)
SMILES	Nrf2 activator	A549 viability	Nrf2 block	ATXN2 expr inh	EPAC2 antag	HepG2 tox	MCF10A rereplic	ATXN viability	TGFb SMAD3 inh
COc1cc(CN2CCCCCC2)cc(Br)c1O	0.0%	3%	1%	-3%	4%	4%	2%	i	8%
Cc1cc(Br)cc(Cl)c1OCC(=O)N1CCN(C(=O)c2ccco2)CC1	-0.5%	-1%	-23%	x	8%	-9%	2%	i	-10%

Next records follow.
SMILES	Nrf2 activator	A549 viability	Nrf2 block	ATXN2 expr inh	EPAC2 antag	HepG2 tox	MCF10A rereplic	ATXN viability	TGFb SMAD3 inh
COc1ccc(N2C(=O)/C(=C\c3ccco3)N=C2SCC(=O)NC(C)(C)C)cc1Cl	u	u	25%	-2%	2%	-3%	-62%[inhibitor]	i	-29%
O=S(=O)(c1ccc(-c2csc(=Nc3ccc(OC(F)(F)Cl)cc3)n2CCCO)cc1)N1CCCC1	-3.0%	u	6.5µM*	x	x	-41%	x	x	3.5µM*
CCOC(=O)c1cc(-c2ccc(F)cc2)n(CC(=O)Nc2nccs2)c1C	3.4%	-5%	0%	-15%	-9%	-12%	18%	i	-20%
Fc1cccc(CSc2ccc3nnc(-c4cccnc4)n3n2)c1	3.1%	4%	u	13%	12%	-33%	0%	i	u
Cc1ccc(C(=O)c2ccccc2C(=O)OCC(=O)NC(=O)NC(C)(C)C)cc1	0.0%	1%	14%	-20%[11.3 µM]	u	-1%	-37%[inhibitor]	i	0%
CCCCNC(=O)CSc1nc2cc3c(cc2c(=O)n1CCCCCC(=O)NCCc1ccc(OC)c(OC)c1)OCO3	-0.3%	-3%	x	x	x	-12%	x	x	-3%
CC(C)[C@H](NC(=O)c1cc2cc(Cl)ccc2n1C)C(=O)N[C@@H](C(=O)O)c1ccccc1	-1.0%	0%	16%	1%	0%	-8%	-1%	i	0%
COC(=O)c1ccc(NC(=O)Cn2nc(-c3ccncc3)nc2SCC(=O)Nc2nccs2)cc1	-0.3%	-3%	6%	-18%	21%	-10%	12%	i	13%
COCc1cccc(-c2csc(C(C)(O)c3ccccc3)n2)c1 (stereo not drawn)	1.1%	x	x	10%	-17%	-19%	x	i	-6%
Cc1cc(OCCn2cnc3ccccc3c2=O)ccc1[N+](=O)[O-]	-2.0%	1%	-7%	-13%	-5%	-21%	-1%	i	1%
CC1OC(OC2C(Oc3c(-c4ccc(O)cc4)oc4cc(O)cc(O)c4c3=O)OC(COC3O[C@@H](C)[C@H](O)[C@@H](O)C3O)C(O)C2O)C(O)C(O)C1O (stereo partly drawn)	0.2%	0%	-9%	7%	-7%	-7%	-3%	i	0%
CC(=O)c1ccc(N2CCN(C(=O)c3ccc(C(=O)c4ccccc4)cc3)CC2)cc1	-0.7%	-11%	u	-5%	-1%	-18%	12%	i	u
CCOC(=O)C1CCN(c2ccc([N+](=O)[O-])cc2)CC1	3.4%	5%	-6%	-19%	-12%	-6%	3%	i	-5%
CCOC(=O)c1ccc(N2C(=O)C(O)=C(C(C)=O)C2c2ccccc2)cc1 (stereo not drawn)	1.8%	-11%	x	2%	2%	0%	-2%	i	-3%
Fc1ccc(CNc2nc(-c3ccco3)cc(C(F)(F)F)n2)cc1	19%	0%	u	-30%	-15%	-45%	u	i	0%
COCCn1cnc2cc(C)c(C)cc21	0.0%	-8%	-10%	-1%	0%	3%	2%	i	7%
Cc1ccc(-c2nnc(NCc3nc4ccccc4[nH]3)c3ccccc23)cc1S(=O)(=O)N1CCOCC1	3.4%	-12%	u	-16%	3%	-4%	25%	u	u
Cc1ccccc1CSc1cn(CC(=O)N2CCCC2)c2ccccc12	1.9%	-4%	u	x	x	-28%	x	x	0%
COC(=O)c1cc(OC)c(OC)cc1NC(=S)N1CCOCC1	-0.2%	2%	1%	5%	5%	-14%	-6%	i	1%
O=C(N[C@@H](Cc1ccccc1)C(=O)O)c1c(F)c(F)c(F)c(F)c1F	2.5%	-11%	10%	0%	9%	1%	-9%	i	2%
COc1ccc(CN(C(=O)c2cc3ccccc3oc2=O)C2CCS(=O)(=O)C2)cc1OC (stereo not drawn)	7.0%&9.3%	8%&-3%	26%&14%	35%&70%[activator]	-8%	-10%&0%	-6%	i	13%&17%
O=[N+]([O-])c1ccccc1N/N=C/c1cc2ccccc2nc1Cl	8.9%	4%	u	-21%	0%	0%	u	u	-2%
COc1cccc(N2CCN(Cc3nc4ccccc4c(=O)[nH]3)CC2)c1	0.3%	19%	x	-1%	-5%	-1%	13%	i	37%[activator]
COc1ccc(CCNC(=O)c2ccc3c(c2)S(=O)(=O)N=C2CCCCCN23)cc1OC	-1.9%	x	x	x	16%	0%	x	i	-2%
CCc1nnc2c(N3CCN(c4cccc(C)c4)C(C)C3)nc3ccccc3n12 (stereo not drawn)	-0.7%	6%	u	x	x	-21%	x	x	-14%

Source: PubChem (National Center for Advancing Translational Sciences (NCATS))
